# High-throughput results as filed in PubChem.
# M. tuberculosis GlmU – inhibition of mycobacterial GlmU enzyme – biochemical, glucosamine-1-phosphate acetyltransferase (AID 1376) | actives 0.25% (n = 220,000) | one-dose inhibition, %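 (tested at 30 µM in the primary screen)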; IC50 in µM for titrated hits | M. tuberculosis GlmU acetyltransferase enzyme assay; higher % means a stronger effect; in the data active means inhibition above about 13%;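 further: 0% = complete reaction with vehicle and 100% = reaction without substrate; strong numbers were not always called active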
# Mtb RmlCD inh – M. tuberculosis RmlC/RmlD inhibition; inhibition, % at 3.6 µM; AID 1533; RmlC+RmlD coupled enzyme assay, percent inhibition; primary screen in compound mixtures; P9WH09+P9WH11; actives 0.03% (n = 160,000); in the data active means inhibition mostly above about 34%, no sharp cut-off; further: some results filed as inactive read as strong as hits
# Target sequence (P9WH09 whole entry, looked up): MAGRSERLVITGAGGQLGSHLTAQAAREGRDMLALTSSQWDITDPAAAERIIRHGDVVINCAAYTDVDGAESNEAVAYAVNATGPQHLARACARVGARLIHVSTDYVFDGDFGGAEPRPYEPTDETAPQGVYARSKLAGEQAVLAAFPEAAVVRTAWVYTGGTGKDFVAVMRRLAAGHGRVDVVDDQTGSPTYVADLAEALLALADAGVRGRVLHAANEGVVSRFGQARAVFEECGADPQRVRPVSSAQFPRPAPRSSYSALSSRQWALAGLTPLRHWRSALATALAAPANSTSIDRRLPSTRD
# Target sequence (P9WH11 whole entry, looked up): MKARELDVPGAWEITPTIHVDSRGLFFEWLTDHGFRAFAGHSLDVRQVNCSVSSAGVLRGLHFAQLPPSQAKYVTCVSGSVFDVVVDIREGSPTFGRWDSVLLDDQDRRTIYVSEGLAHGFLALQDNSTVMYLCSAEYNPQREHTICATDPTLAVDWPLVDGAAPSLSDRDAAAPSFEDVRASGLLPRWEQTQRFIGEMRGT
# * hit, by the source's call; . = no result given.
SMILES,M. tuberculosis GlmU,Mtb RmlCD inh
Cc1[nH]n(-c2ccc([N+](=O)[O-])cc2)c(=O)c1C=NCCc1c(C)[nH]c2ccccc12,-0.7%,-10.3
COC(=O)CN1C(=O)CC(C)(C)S(=O)c2ccccc21 (stereo unspecified),6.4%,4.6
CC(=O)c1cccc(NC(=O)c2ccc(N(C)S(C)(=O)=O)cc2)c1,-2.2%,-0.9
Cc1ccc(C)c(OCCn2cc(/C=C(\C#N)C(=O)NCc3ccco3)c3ccccc32)c1,-1.3%,-5.2
Cc1ccc(SCC(=O)N2CC(C)OC(C)C2)cc1 (stereo unspecified),-2.6%,.
Cc1ccc(C)c(N2CC(C(=O)O)CC2=O)c1 (stereo unspecified),-1.2%,-2.9
CCC(=O)c1ccc(O)cc1,-3.5%,.
C/C(=N\NC(=O)c1ccc(C)cc1C)c1ccc(-n2ccnc2)cc1,1.1%,11.4
Cc1ccc(N(CC(=O)N/N=C/c2cccs2)S(C)(=O)=O)cc1Cl,0.4%,.
COc1ccc(CN2CCNC(=O)C2CC(=O)NCCSc2nccn2C)cc1OC (stereo unspecified),8.7%,-9.5
CSC(=Nc1ccccc1)c1c(O)n(C)c(=O)n(C)c1=O,2.7%,7.9
COc1ccc(/C=N/OC(=O)Nc2ccccc2OC)cc1,-3.6%,-4.4
CCCOc1ccc(/C=N/Nc2ccc(C(=O)O)cc2)c(OCCC)c1,-0.4%,-10.9
O=C(N/N=C/C=C/c1ccco1)c1ccncc1,0.8%,57.9
C/C(Cn1nnc2ccccc21)=N\NC(=O)c1cccc(Br)c1,3.2%,-11.1
Cc1cc(=O)oc2c1c(C)nn2-c1ccc(Br)cc1,-1.0%,9.6
O=[N+]([O-])c1ccccc1O[C@@H]1O[C@H](CO)[C@H](O)[C@H](O)[C@H]1O,4.6%,3.1
Cc1cc(N)n(-c2ccc(Cl)cc2)n1,-0.2%,.
CCOC(=O)c1c(CSc2ccccc2)n(C)c2ccc(O)c(CN3CCOCC3)c12,3.1%,10.9
O=C1CCc2ccc(NC(=O)C3CC3)cc2N1,3.1%,-2.7
Cc1cccc(NS(=O)(=O)c2cnc(Cl)c(Br)c2)n1,1.7%,41.1
CCSC(=S)c1c(C)[nH]n(-c2ccccc2)c1=O,-0.5%,-7.9
CCN(CC)C(=O)C1CCCN(Cc2cccc(F)c2)C1 (stereo unspecified),2.1%,-9.2
Fc1ccccc1/C=N/n1c(-c2cccnc2)n[nH]c1=S,1.3%,-4.2
COC(=O)C(C(=O)Nc1ccccc1C)C1CCCCCC1 (stereo unspecified),0.0%,-9.6

# The last two entries of the section above come first, to join the parts:
SMILES,M. tuberculosis GlmU,Mtb RmlCD inh
Fc1ccccc1/C=N/n1c(-c2cccnc2)n[nH]c1=S,1.3%,-4.2
COC(=O)C(C(=O)Nc1ccccc1C)C1CCCCCC1 (stereo unspecified),0.0%,-9.6
CCOc1cc(NC(=S)NCCCN2CCOCC2)c(OCC)cc1NC(=O)C1CCCCC1,1.2%,9.2
CCOc1ccccc1NC(=O)CC1Nc2cc(C)c(C)cc2NC1=O (stereo unspecified),-0.1%,.
CCOc1ccc(-n2c(N)c(-c3nc4ccccc4[nH]3)sc2=S)cc1,-4.8%,.
CCN(CC)c1ccc(C(=O)OCC(=O)Nc2cc3oc4ccccc4c3cc2OC)cc1,0.2%,7.4
N/C(Cc1cccs1)=N\OC(=O)COc1ccc(Br)cc1,0.6%,-10.8
CN1C(C(=O)NCc2ccccc2)CC2Cn3c(nc4ccccc43)C21 (stereo unspecified),0.0%,.
Cc1cccc(N2N=C(C(=O)Nc3nc(C)cs3)CCC2=O)c1,-0.1%,.
O=C(CSc1nc2ccsc2c(=O)n1Cc1ccc(C(=O)O)cc1)NCC1CCCO1 (stereo unspecified),1.5%,6.5
CCOC(=O)c1c2ccc(OCC(=O)N/N=C/c3ccc(Cl)cc3)cc2n2ccccc12,.,-8.8
CC1(C)CC(=O)C2=C(C1)Nc1ccccc1NC2c1cccnc1 (stereo unspecified),2.3%,.
CCCCNc1ccc2nsnc2c1[N+](=O)[O-],-1.5%,2.4
CCCNC(=O)c1ccc(C2SCC(=O)N2CCc2ccccc2)cc1 (stereo unspecified),1.2%,.
COc1ccc2nc(C)cc(SCC(=O)N3CCCCC3)c2c1,4.8%,.
O=C(/C=C/c1ccccc1)NC(=S)NNS(=O)(=O)c1ccccc1,4.8%,-8.9
Cc1c(NC(=O)c2cnn3c2NC(c2ccco2)CC3C(F)(F)F)c(=O)n(-c2ccccc2)n1C (stereo unspecified),8.4%,.
COc1ccc(C(CNC(=O)c2cc(SC)ccc2Cl)N(C)C)cc1 (stereo unspecified),.,-1.5
Cc1ccc(S(=O)(=O)N2CCN(C(C)C)CC2)cc1,6.7%,.
CCCn1c(NCc2cccc(OC)c2O)nc2ccccc21,1.3%,.
CCC1(CC)NC(=O)N(CC(=O)OCC(=O)Nc2cc(C)ccc2C)C1=O,0.5%,9.9
COc1ccc(CN2CCN(Cc3nc4ccccc4s3)CC2CCO)c(C)c1C (stereo unspecified),-2.9%,11.4
COCCNc1nc(-c2cc(-c3ccccc3)on2)cc(C(C)C)n1,1.4%,.
CCOC(=O)N1CCN(C(=O)c2oc3ccc(S(=O)(=O)N4CCCCC4)cc3c2C)CC1,-6.1%,.
O=C(c1ccc2c(c1)N(Cc1ccccc1F)C(=O)c1ccccc1S2)N1CCOCC1,3.4%,-6.9
CC(C)C1N(c2ccccc2)C(N)=C(C#N)C1(C#N)C#N (stereo unspecified),-2.1%,9.0
Cc1ccc(S(=O)(=O)N(C)CC(=O)O/N=C(\N)c2cccc([N+](=O)[O-])c2)cc1,4.0%,-7.2

# Compounds above that have a Cl atom:
SMILES,M. tuberculosis GlmU,Mtb RmlCD inh
Cc1ccc(N(CC(=O)N/N=C/c2cccs2)S(C)(=O)=O)cc1Cl,0.4%,.
Cc1cc(N)n(-c2ccc(Cl)cc2)n1,-0.2%,.
Cc1cccc(NS(=O)(=O)c2cnc(Cl)c(Br)c2)n1,1.7%,41.1
CCOC(=O)c1c2ccc(OCC(=O)N/N=C/c3ccc(Cl)cc3)cc2n2ccccc12,.,-8.8
COc1ccc(C(CNC(=O)c2cc(SC)ccc2Cl)N(C)C)cc1 (stereo unspecified),.,-1.5

# Additional records
SMILES,M. tuberculosis GlmU,Mtb RmlCD inh
c1coc(CNc2nc3sc4c(c3c3ncnn23)CCCC4)c1,3.6%,4.9
COc1ccc(NC(=O)c2cc(C3CC3)on2)c(OC)c1,-4.7%,1.7
O=C(/C=C/c1ccc(F)cc1)NCCC1=CCCCC1,1.1%,.
O=C(Nc1ccccc1)C1CCCN(C(=O)c2ccc(Cl)cc2)C1 (stereo unspecified),0.2%,-1.2
CC#CCN1c2ccccc2[C@]23C[C@@H](C(=O)OC)N(C(=O)OCC)C2=NC(C(=O)OC)=C(C(=O)OC)[C@H]13,-1.8%,8.7
COc1cccc(Cn2nnc(C(=O)NCc3ccccc3Cl)c2N)c1,-1.5%,11.8
OC(COCC1CC=CCC1)Cn1cnc2ccccc21 (stereo unspecified),.,3.3
Cc1cc(C)n(CC(=O)N/N=C/c2cc(Br)cc([N+](=O)[O-])c2O)n1,-0.8%,8.5
O=c1cc(CSc2nc(NCc3ccccc3)c3ccccc3n2)nc2ccc(Cl)cn12,-6.0%,-3.4
CC1(C(=O)Nc2cccc(S(=O)(=O)N3CCOCC3)c2)Cc2ccccc2C(=O)O1 (stereo unspecified),-8.0%,12.1
CC(=O)N1CSCC1C(=O)O (stereo unspecified),0.9%,.
CCCCCCCN=CC1=C(O)CC(c2ccccc2)CC1=O (stereo unspecified),0.5%,2.0
CC(=O)c1c(Nc2ccccc2)sc(C(=O)c2ccccc2)c1C,-6.4%,-7.4
O=C(Cc1cccs1)N1CCN(C(=O)C2CCCO2)CC1 (stereo unspecified),-1.5%,8.5
S=c1[nH]nc(CCc2ccccc2)n1-c1ccc(Cl)cc1,5.9%,10.0
O=C(CSC1=NNC(c2ccccn2)S1)Nc1ccc(C(F)(F)F)cc1 (stereo unspecified),-1.5%,-5.2
O=c1cc(-c2ccc(O)c(O)c2)oc2c(C3O[C@H](CO)[C@@H](O)[C@H](O)[C@H]3O)c(O)cc(O)c12 (stereo partly specified),-1.4%,.
Cc1cccc(C)c1NC(=O)C(NC=O)c1ccc(N(C)C)cc1 (stereo unspecified),3.6%,6.5
CC(=NCCN1CCOCC1)c1c(O)n(Cc2ccccc2)c(=O)[nH]c1=O,0.6%,-3.6
Cc1ccc(/C=N\NC(=O)Cn2c(C)nc3ccccc32)o1,6.0%,-11.9
CC(=O)c1c(N2CCC(C(N)=O)CC2)nc(=S)n(-c2ccccc2)c1C,-1.7%,10.0
Cn1nc(C(=O)Nc2ccc3c(c2)OCCO3)cc1C(=O)O,2.3%,-2.7
COc1ccc(-c2noc3c2-c2nc(-c4ccc(Br)cc4)sc2CC3)cc1,-2.7%,.
CC(C)N1CCN(Cc2cccc(-n3cccn3)c2)CC1CCO (stereo unspecified),-3.6%,-6.1
NNc1nc2sc3c(c2c(=O)n1-c1ccccc1)CCCC3,2.5%,12.6
SMILES,M. tuberculosis GlmU,Mtb RmlCD inh
CN(CCc1ccccn1)C(=S)NC(=O)c1ccco1,0.4%,-7.7
CCOC(=O)NC(Nc1nc2ccccc2s1)(C(=O)OCC)C(F)(F)F (stereo unspecified),0.3%,.
COc1ccc(CN(Cc2cc3cccc(C)c3n3nnnc23)C(=O)N2CCOCC2)cc1,-4.2%,2.9
C=CCNC(=S)NNC(=O)c1ccc(Br)cc1,1.5%,-5.8
CCOC(=O)c1nn(-c2ccccc2)c(=O)c2c(N)scc12,1.3%,7.0
Cc1cc(C(F)F)n2nc(C(=O)Nc3ccc(S(=O)(=O)N4CCCC4)cc3)nc2n1,1.1%,.
COc1ccc(C2C(C(=O)Nc3cccnc3)=C(C)Nc3nc(-c4cccs4)nn32)cc1OC (stereo unspecified),-2.7%,-5.8
CCN(CC)C(=O)CSc1nc2c(sc(=S)n2-c2ccccc2)c(=O)[nH]1,1.6%,10.6
O=C1[C@@H]2Cc3ccccc3CN2C(=O)N1c1cccc(F)c1,9.7%,56.6
O=C(NNC(=S)Nc1ccc(F)c(Cl)c1)c1ccccc1Br,3.3%,-5.8
O=[N+]([O-])c1ccn(-c2nc(-c3ccccc3)cc(C(F)(F)F)n2)n1,6.6%,-14.0
C#CCN(C)CCCOc1ccc(Cl)cc1Cl,1.6%,.
Cc1ccc(C(=O)Nc2ccccc2N2CCN(C(=O)C(C)C)CC2)cc1C,-2.1%,3.8
CC(C(=O)Nc1ccccc1Sc1ccccc1)N(c1ccccc1)S(C)(=O)=O (stereo unspecified),-0.9%,73.4
COc1ccc(C2CC(=O)Oc3c(C(CCN4CCCC(C)C4)c4ccc(N(C)C)cc4)c(OC)cc(OC)c32)cc1 (stereo unspecified),-1.4%,-7.6
Cc1[nH]c2ccccc2c1/C=N/NC(=O)CNC(=O)c1ccco1,-1.9%,5.8
Cc1c(NC(=O)c2n[nH]c(=O)c3ccccc23)c(=O)n(-c2ccccc2)n1C,-0.5%,7.2
O=C(c1ccco1)N1CCN(c2c(-c3ccccc3)c3cc(Cl)ccc3[nH]c2=O)CC1,-1.1%,-2.5
CC(C)CC(=O)NC(=S)Nc1ccc(CN2CCOCC2)cc1,-6.7%,4.8
C/C(=N\Nc1ccccc1)c1c(O)n(C)c(=O)n(C)c1=O,-2.9%,12.8
CSc1cccc(NC(=O)Cn2cccc2)c1,1.5%,.
COCCOC(=O)C1=C(C)OC(N)=C(C#N)C1c1ccco1 (stereo unspecified),-4.4%,1.4
NC(=O)c1coc(-c2ccccc2)n1,1.5%,14.7
COc1ccc(NC(C)=O)cc1CNC(=O)COc1c(C)c(C)cc(C)c1C,-4.1%,-3.8
Fc1ccc(Oc2cc(N3CCOCC3)nc(-c3ccccc3)n2)c(F)c1,1.4%,18.1
SMILES,M. tuberculosis GlmU,Mtb RmlCD inh
O=Cc1ccccc1OCc1nnsc1Cl,0.3%,5.5
CCNC(=S)N(Cc1ccc(OC)cc1)C1CC(=O)N(c2ccc(OCC)cc2)C1=O (stereo unspecified),-4.5%,.
CCCCOC(=O)Nc1ccc(C(C)C)cc1,0.1%,.
Cc1noc(C)c1CSc1nc2ccccc2n1C,0.2%,.
Cc1ccc(CNC(=O)C2CCC(=O)N2CCc2ccccc2)cc1 (stereo unspecified),3.0%,.
COc1ccc(/C(O)=C2/C(=O)C(=O)N(CCCC(=O)O)C2c2ccc(OC)c(OC)c2)cc1 (stereo unspecified),1.1%,1.3
CCOc1ccc(C2NC(=O)NC(C)=C2[N+](=O)[O-])cc1OC (stereo unspecified),0.4%,4.9

# Structures above that contain a thiophene ring, fused or not, in the order listed:
SMILES,M. tuberculosis GlmU,Mtb RmlCD inh
Cc1ccc(N(CC(=O)N/N=C/c2cccs2)S(C)(=O)=O)cc1Cl,0.4%,.
N/C(Cc1cccs1)=N\OC(=O)COc1ccc(Br)cc1,0.6%,-10.8
O=C(CSc1nc2ccsc2c(=O)n1Cc1ccc(C(=O)O)cc1)NCC1CCCO1 (stereo unspecified),1.5%,6.5
c1coc(CNc2nc3sc4c(c3c3ncnn23)CCCC4)c1,3.6%,4.9
CC(=O)c1c(Nc2ccccc2)sc(C(=O)c2ccccc2)c1C,-6.4%,-7.4
O=C(Cc1cccs1)N1CCN(C(=O)C2CCCO2)CC1 (stereo unspecified),-1.5%,8.5
NNc1nc2sc3c(c2c(=O)n1-c1ccccc1)CCCC3,2.5%,12.6
CCOC(=O)c1nn(-c2ccccc2)c(=O)c2c(N)scc12,1.3%,7.0
COc1ccc(C2C(C(=O)Nc3cccnc3)=C(C)Nc3nc(-c4cccs4)nn32)cc1OC (stereo unspecified),-2.7%,-5.8

# An excerpt; count on the stated rates, not on these rows.
